# Dynein cargo inh: blocks dynein driven cargo transport along microtubules | 3617.4 mouse cells, GR-EGFP nuclear translocation imaging; test concentration mostly 20 µM; stimulated with dexamethasone, 1 µM; stronger effect = lower value | z-score, hits read low | 220,000 compounds, 0.47% hits | AID 1381;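 active = plate z-score of nuclear minus cytoplasmic receptor signal below a set negative limit, without overly bright fluorescence or cell loss, cut at about -3.5 in these data, passing the limit was not always enough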;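 note: z-score of nuclear minus cytoplasmic ring GR-EGFP intensity difference per well; some compounds called inactive have numbers as strong as hits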
#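 Buffer or medium: Induction medium lacking tetracycline, stripped serum | Also added: Dexamethasone agonist, 1.0 µM final, for 30 min | Timing: 48 h induction, 1 h compound, 30 min dex at 37 °C | Detection: Formaldehyde fixation, Hoechst nuclear stain, 10x automated fluorescence imaging | Measure: Nuclear versus cytoplasmic GR-EGFP signal, averaged per well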
# human PMI inhibitors: MPI inhibition at elevated mannose 6-phosphate – biochemical, fluorescence intensity, high mannose 6-phosphate, primary screen (AID 1220); one-dose inhibition, % at 20 µM; IC50 in µM for titrated hits; recombinant PMI enzyme, coupled fluorescence intensity; higher % means a stronger effect; 190,000 compounds, 0.66% hits
# PMI inhibitors: MPI enzyme activity inhibition – biochemical, fluorescence intensity, coupled assay, primary screen (AID 1209). purified PMI enzyme, coupled fluorescence intensity; higher % means a stronger effect. inhibition, % at 20 µM; hits with a dose series show IC50 in µM. 190,000 compounds, 0.42% hits;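 note: plate controls were DMSO vehicle for no effect and wells lacking substrate for full effect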
# M1AAP inhibition: malaria alanyl aminopeptidase activity blockers – biochemical, fluorogenic H-Leu-NHMec substrate, 1536-well (AID 1445); recombinant M1AAP, H-Leu-NHMec fluorogenic kinetic assay; higher % means a stronger effect; one-dose inhibition, % at 30 µM; IC50 in µM for titrated hits; 220,000 compounds, 0.42% hits;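 active = primary inhibition above the hit cutoff, then over 50% inhibition at one or more dose response concentrations, cut at about 23% in these data, passing the limit was not always enough; inconclusive = conflicting primary data, or primary hits not chosen for dose response; inactive = low primary inhibition, or under 50% at every dose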;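 note: plate controls were DMSO full reaction for no effect and no enzyme background for full effect; strong numbers were not always called active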
# XIAP displacement: small molecules displacing peptide from XIAP – biochemical, IAP family, fluorescence polarization (AID 1018) | XIAP BIR domain, fluorescence polarization peptide displacement; higher % means a stronger effect | displacement, % at 20 µM; hits with a dose series show IC50 in µM | 200,000 compounds, 0.007% hits; in the data active = displacement above about 50%; note: a part of the inactive calls stands beside numbers as strong as those of hits
# LYP inhibition: PTPN22 lymphoid phosphatase activity blockers – biochemical, fluorescence intensity, uHTS (AID 1779). recombinant LYP phosphatase, fluorescence intensity; higher % means a stronger effect. inhibition, % at 11.5 µM, or IC50 in µM where a hit was titrated. 290,000 compounds, 0.054% hits;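 note: plate controls were vehicle with enzyme for no effect and no enzyme for full effect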
# P. falciparum M17LAP: P. falciparum M17LAP inhibitors, primary screen, biochemical, fluorogenic H-Leu-NHMec substrate, 1536-well (AID 1619); recombinant M17LAP, H-Leu-NHMec fluorogenic kinetic assay; higher % means a stronger effect; one-dose inhibition, % at 30 µM; IC50 in µM for titrated hits; 220,000 compounds, 0.38% hits;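 active = compound inhibiting the enzyme by more than half at any dose during confirmatory dose-response retesting; inconclusive = strong single-dose inhibitors picked by rank but not retested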;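 note: plate controls were full reaction with DMSO carrier for no effect and no enzyme background for full effect; strong numbers were not always called active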
# AID2073: inhibitors of Mint1-CaV2.2 protein interaction, biochemical, HTRF (AID 2073) | HTRF protein-protein interaction, Mint1-CaV2.2; higher % means a stronger effect | one-dose inhibition, % at 20 µM; IC50 in µM for titrated hits | 290,000 compounds, 0.19% hits; in the data active = inhibition mostly above about 51%, no sharp cut-off; inconclusive = no clear call, values can overlap the other calls; inactive = mostly below about 53%; note: some results filed as inactive read as strong as hits
# SIAH1 antagonists: Siah-1 peptide-binding antagonists, primary screen, biochemical, fluorescence polarization, rhodamine-plectin, uHTS (AID 1817). Siah-1 / rhodamine-plectin peptide fluorescence polarization; higher % means a stronger effect. displacement, % at 20 µM; hits with a dose series show IC50 in µM. 290,000 compounds, 0.02% hits;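 active = displacement of at least 50% at 20 µM, with a fluorescence ratio check between 0.3 and a set limit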;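 note: plate controls were Siah plus tracer with DMSO for no effect and tracer alone without Siah for full effect; strong numbers were not always called active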
# Dynein cargo inh cytoplasmic EGFP: also measured in Dynein cargo inh; calls as there; z-score; measured here: cytoplasmic GR-EGFP intensity; stronger effect = higher value
# Dynein cargo inh nuclear GR-EGFP: recorded beside Dynein cargo inh, whose call it bears; z-score; measured here: nuclear GR-EGFP intensity;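 lower value marks the stronger effect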
# Dynein cargo inh cell count: second read-out of Dynein cargo inh, no call of its own (marks repeat the call); z-score; measured here: cell count per field
# * marks the source's active call; other numbers are inactive results; ? = inconclusive; . = not tested or not shown. Cut-off read from the data, not from the text of the source, unless noted: active = inhibition above about 50%; inactive = the rest.
SMILES,Dynein cargo inh,Dynein cargo inh cytoplasmic EGFP,Dynein cargo inh nuclear GR-EGFP,Dynein cargo inh cell count,human PMI inhibitors,PMI inhibitors,M1AAP inhibition,XIAP displacement,LYP inhibition,P. falciparum M17LAP,AID2073,SIAH1 antagonists
CCOc1ccc(NC(=S)N(C)C)cc1,2.3,-0.16,0.9,-1.6,.,.,4%,.,-4%,-2%,-27%,0%
O=C(Cn1nc(C(F)(F)F)c2c1CCC2)Nc1ccccc1C(F)(F)F,-0.19,-0.23,-0.062,1.5,2%,2%,-6%,-3.7%,1%,7%,6%,9%
CC(=O)c1c(COC(=O)c2ccc(F)cc2)nc2ccccc2[n+]1[O-],1.2,-0.16,0.52,-1.2,.,.,0%,.,-3%,0%,-10%,4%
COC(=O)c1ccc(NC(=O)CSc2nc3ncccc3[nH]2)cc1,-0.81,0.072,-0.039,1,.,.,2%,.,-9%,5%,5%,1%
C#C[C@]1(O)CC[C@H]2[C@@H]3CCc4cc(OC5CCCC5)ccc4[C@H]3CC[C@@]21C,.,.,.,.,20%,25%,-4%,-0.9%,8%,0%,3%,5%
O=C1CSC(=NC2CCCCC2)N1,-0.76,-0.31,-0.38,-0.027,-2%,5%,-4%,-0.4%,-7%,-4%,-4%,2%
CN(C)c1nccc(NCc2ccccc2)c1C#N,1.1,-0.34,0.06,0.01,-5%,-6%,-1%,-4.0%,-5%,3%,5%,-1%
O=C(NCCCN1CCOCC1)/C(=C/c1ccc(F)cc1)NC(=O)c1ccccc1,-1,-0.31,-0.48,1.3,4%,1%,2%,-4.1%,-2%,4%,0%,16%
COCCNS(=O)(=O)c1ccc(OCC(=O)OC)c(Cl)c1,0.075,-0.26,0.53,1.3,0%,-1%,-1%,0.8%,-2%,-11%,-6%,1%
C[n+]1c2n(c3ccccc31)N=C(c1ccc(-c3ccccc3)cc1)CS2,2.4,0.0076,2.2,-1.7,3%,1%,.,-6.6%,4%,.,-8%,2%
COc1cc(OC)c(NC(=O)c2ccc(F)cc2)cc1Cl,-0.44,-0.36,-0.45,1.3,3%,4%,-12%,-4.2%,-4%,0%,0%,16%
O=C(NCCN=C1NS(=O)(=O)c2ccccc21)c1ccncc1,-0.84,0.23,-0.49,1.2,14%,12%,2%,-3.0%,-7%,2%,2%,5%
CCN(c1ccccc1)S(=O)(=O)c1ccc(Cl)c(NC(=O)CN(C)C2CCN(C)CC2)c1,-1.3,-0.22,-0.41,1.4,.,.,1%,.,-7%,8%,10%,5%
O=C1OCCC1Sc1nc2cc(Cl)ccc2s1 (stereo unspecified),0.071,-0.17,0.48,0.34,2%,-6%,11%,-5.1%,-7%,12%,1%,-2%
CCCCNCCCOc1cccc(Cl)c1Cl,2.8,0.48,1.8,-0.49,5%,2%,2%,-3.1%,-5%,1%,-9%,0%
CCOC(=O)c1c(NC(=O)C2CCCCC2C(=O)O)sc2c1CCCCC2 (stereo unspecified),-0.56,-0.3,-0.29,0.42,-9%,-6%,16%,-5.1%,8%,34%,13%,-5%
Nc1ccccc1C#CCCCCO,-0.59,-0.26,0.013,0.8,-3%,-7%,9%,-7.5%,-6%,15%,2%,0%
CCOC(=O)NC(=O)CSc1nc2ccc([N+](=O)[O-])cc2[nH]1,1.8,-0.29,0.043,-0.26,-8%,-5%,12%,-6.9%,-5%,18%,-12%,0%
Cc1ccc(SCCC(=O)NCC2CCCO2)cc1 (stereo unspecified),-0.13,-0.27,0.0077,0.63,18%,13%,-1%,-8.1%,0%,1%,-2%,1%
O=C(CCc1ccc(Oc2cc([N+](=O)[O-])cc([N+](=O)[O-])c2)cc1)Nc1cccc(Cl)c1,1.2,-0.25,0.69,-0.97,12%,18%,0%,0.2%,-4%,1%,-5%,4%
Cc1n[nH]c(=O)nc1NCC1CCCO1 (stereo unspecified),-0.14,-0.24,0.061,0.38,12%,18%,0%,-4.5%,-2%,-10%,-8%,3%
COC(=O)c1c(C)[nH]c(C(=O)C(C)Sc2nnc(-c3cc(OC)c(OC)c(OC)c3)o2)c1C (stereo unspecified),-0.4,-0.2,0.1,0.2,8%,6%,2%,-3.5%,-1%,12%,-4%,-2%
O=C1C(C2=NC(c3ccccn3)C3C(=O)N(c4ccccc4)C(=O)C23)=C(O)c2ccccc21 (stereo unspecified),-0.37,-0.24,0.31,-0.051,.,.,3%,.,-1%,-11%,13%,-1%
CC#CC[N+](C)(C)CC(=O)c1ccccc1,1.4,-0.25,0.65,-0.068,.,.,3%,.,-6%,8%,5%,-2%
Cc1cccc(NC(=S)NCCN2CCOCC2)c1,0.92,-0.15,0.58,-1.1,-2%,0%,9%,-7.6%,-5%,5%,-18%,-3%
SMILES,Dynein cargo inh,Dynein cargo inh cytoplasmic EGFP,Dynein cargo inh nuclear GR-EGFP,Dynein cargo inh cell count,human PMI inhibitors,PMI inhibitors,M1AAP inhibition,XIAP displacement,LYP inhibition,P. falciparum M17LAP,AID2073,SIAH1 antagonists
N#Cc1c(NC(=O)C2CC(c3ccccc3Cl)=NO2)sc2c1CCC2 (stereo unspecified),-0.078,-0.13,0.27,-0.26,12%,10%,5%,-0.7%,-1%,0%,-12%,2%
COc1cccc(C2C3=C(CC(C)(C)CC3=O)Nc3n[nH]c(C)c32)c1 (stereo unspecified),-0.02,-0.3,-0.23,-0.11,-19%,-30%,6%,-8.0%,-8%,-3%,7%,-7%
CN1C=CC(=CC=C2C=CC(=O)C=C2)C=C1,-0.46,-0.22,-0.31,0.49,.,.,7%,.,-6%,9%,5%,7%
CN(CC(O)COc1ccccc1F)C1CCCCC1 (stereo unspecified),-0.68,-0.28,-0.31,0.44,0%,-2%,-1%,-1.9%,0%,-2%,-2%,10%
CCOC(=O)c1sc(=S)n(-c2cccc(OC)c2)c1N,-0.65,-0.37,-0.49,0.02,28%,63%*,12%,-2.2%,8%,2%,-12%,2%
CCn1c(SCC(=O)NCCc2ccccc2)nc2c(c1=O)SC(C)C2 (stereo unspecified),-0.3,-0.2,0.034,0.5,-1%,-2%,3%,-5.2%,-3%,13%,41%,-4%
CCCC(OC(=O)CN1C(=O)COc2ccccc21)C(=O)NC1CCCC1 (stereo unspecified),-1.1,0.13,0.26,0.48,-7%,-2%,10%,-7.5%,-4%,1%,20%,-5%
O=C(CS(=O)(=O)Cc1ccccc1)Nc1ncccn1,-0.0013,-0.011,-0.021,0.68,8%,10%,-3%,-4.2%,-11%,10%,-10%,5%
CCOC(=O)/N=C(/NC(=O)Nc1ccc(C(=O)OCC)cc1)OC,-1.2,-0.081,-0.27,0.49,2%,4%,3%,-9.3%,-2%,-2%,4%,0%
CC(C)n1cc(/C(N)=N/O)c(=O)n(Cc2ccccc2)c1=O,0.99,-0.28,0.27,-0.42,.,.,-4%,.,-3%,-3%,1%,-8%
Cc1ccc(S(=O)(=O)NC(C)C(c2cccs2)N2CCOCC2)cc1 (stereo unspecified),-0.38,0.049,0.79,-0.41,-9%,-9%,0%,-6.5%,-10%,-5%,-10%,3%
Cc1noc(NS(=O)(=O)c2ccc(N/C=C/C(=O)c3ccc4c(c3)OCO4)cc2)c1C,0.78,-0.081,0.48,-0.94,2%,4%,18%,-6.4%,-6%,36%,0%,5%
COc1ccccc1NC(=O)Cc1cccs1,-0.64,-0.13,-0.071,0.26,14%,15%,0%,-1.4%,-3%,-2%,-6%,2%
COc1ccc(C(=O)NC(C(=O)NCC(=O)Nc2c(C)cccc2C)C(C)C)cc1 (stereo unspecified),0.49,-0.24,0.58,-0.65,-5%,-16%,0%,-5.3%,-8%,5%,-2%,0%
O=c1cc(-c2ccc(O)cc2)oc2ccc(O)cc12,0.26,-0.23,0.0089,-0.12,6%,-3%,?,-16%,0%,10%,11%,-4%
CC(C)(C)n1nc2c(c1NC(=O)c1cccs1)CS(=O)C2 (stereo unspecified),-0.67,-0.25,-0.26,-0.33,-2%,-6%,7%,-7.4%,-8%,-5%,6%,0%
CCN(c1ccc(NC(=O)CSc2nnc3nc(C)cc(C)n23)cc1)C(C)C,0.39,0.19,-0.082,-0.16,13%,9%,12%,-2.2%,-6%,29%,-7%,1%
Nc1nc(-c2cccnc2)nn1C(=O)COc1ccccc1,0.87,-0.23,0.3,0.2,-6%,1%,7%,0.1%,-8%,-3%,-2%,1%
CC(Sc1nnc(Cc2cccs2)n1C1CCCCC1)C(=O)NCc1ccco1 (stereo unspecified),-0.71,-0.054,-0.3,1.2,-10%,-11%,10%,-8.3%,-1%,9%,6%,-6%
N#C/C(=C\c1cn[nH]c1-c1ccc(Cl)cc1)C(=O)NC1CC1,-0.12,-0.25,-0.073,0.21,3%,-2%,8%,-4.2%,-2%,29%,10%,5%
N/C(=N\OC(=O)/C=C/c1ccccc1Cl)c1ccncc1,-0.82,-0.21,-0.37,0.92,12%,7%,0%,-8.9%,-6%,0%,-24%,3%
NC1=NC2(CCCCCC2)n2c(nc3ccccc32)N1,-0.13,-0.2,-0.74,-0.29,-2%,-1%,11%,-5.9%,-3%,-6%,-7%,1%
CCOC(=O)C(NCc1ccccc1OC)(NC(=O)CC)C(F)(F)F (stereo unspecified),-0.3,-0.21,-0.34,1.1,-6%,-6%,-1%,-8.3%,2%,-10%,-1%,1%
COc1ccc(OCCC(=O)OCC(=O)NCCC2=CCCCC2)cc1,-0.84,0.32,-0.01,0.81,10%,6%,0%,-1.8%,2%,1%,-1%,-5%
CCOC(=O)c1cccc2c(=O)c(C(=O)c3ccc(Cl)cc3)c(C(=O)OC)[nH]c12,1.3,-0.27,0.71,0.19,20%,-4%,0%,-0.5%,1%,12%,12%,3%
O=C1OC(Nc2ccc(Br)cn2)c2ccccc21 (stereo unspecified),0.031,-0.28,-0.61,-0.21,8%,7%,2%,-3.4%,-2%,9%,1%,-3%
